PPARg SRC2 recr: agonists of PPARg-SRC-2 recruitment, primary screen, biochemical, HTS. activation, % at 8 µM. AID 1032, 2008. PPARgamma LBD-SRC-2 recruitment. Peroxisome proliferator-activated receptor gamma (Homo sapiens), P37231. actives 0.34% (n = 200,000); in the data active = activation above about 22%;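 note: 0% = vehicle and 100% = reference agonist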
STAT3 activator: IL-6 driven STAT3 reporter potentiators, primary screen, U3A cells, luciferase, luminescence, MLSCN library | actives 0.91% (n = 190,000) | activation (% of control), % at 5.6 µM | IL-6 STAT3-luciferase reporter; 100% = signal with IL-6 EC80 alone;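 active = activation above the screen-wide mean of compound activation plus 3 SD, cut at about 130% in these data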;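 note: 0% = background luminescence of wells with medium and substrate only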
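Detection: reporter luminescence signal / Assay system: STAT1-lacking human U3A cells, STAT3 luciferase reporter / Incubation: compound pre-incubation 1 h before IL-6, then 6 h stimulation at 37 °C / Control set: IL-6-only high control / Read-out: % activation relative to IL-6 control / Probe or stimulus: Interleukin-6, 33 ng/mL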
ROMK primary: ROMK potassium channel modulators, primary screen, cell-based, thallium flux, MLSMR library; Tet-inducible ROMK, thallium flux fluorescence; actives lie on both sides; B-score at 10 µM; actives 2% (n = 130,000); AID 1918, 2009;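 active = signal ratio slope over the read window, or its plate-corrected B-score, at least 3 SD from the plate mean, either direction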;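 note: B-score of the F/F0 ratio slope over 7 to 12 s after thallium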
Target sequence (P48048 whole entry, looked up): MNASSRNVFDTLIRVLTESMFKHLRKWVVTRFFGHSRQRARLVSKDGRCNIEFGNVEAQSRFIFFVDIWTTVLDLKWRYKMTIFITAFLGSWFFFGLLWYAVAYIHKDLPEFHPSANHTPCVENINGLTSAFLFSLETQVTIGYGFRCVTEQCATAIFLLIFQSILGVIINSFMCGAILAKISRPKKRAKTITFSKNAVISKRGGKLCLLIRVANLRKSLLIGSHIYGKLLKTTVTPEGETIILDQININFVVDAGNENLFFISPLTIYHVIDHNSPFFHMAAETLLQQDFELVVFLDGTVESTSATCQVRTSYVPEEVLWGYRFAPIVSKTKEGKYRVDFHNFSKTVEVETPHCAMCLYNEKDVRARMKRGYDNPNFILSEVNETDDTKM
STAT3 blocker: IL-6 driven STAT3 reporter inhibitors, primary screen, U3A cells, luciferase, luminescence, MLSCN library; actives 0.89% (n = 190,000); IL-6 STAT3-luciferase reporter; host cell line lacks STAT1; inhibition, % at 5.5 µM;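 active = inhibition above the mean inhibition across all screened compounds plus 3 SD, cut at about 44% in these data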;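 note: 0% = DMSO only wells and 100% = 100 µM nifuroxazide control wells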
TR-FRET SRC-2 ct: TR-FRET signal artefacts, primary screen, artefact control for PPARgamma SRC-2 agonist project, biochemical. TR-FRET artefact counter-screen; active compounds read high. TR-FRET ratio at 8 µM. actives 0.4% (n = 200,000). AID 1049, 2008; in the data active = TR-FRET ratio above about 2000; note: inactives centre near 1500
TNAP act hiacc: TNAP activators at high phosphate acceptor level, primary screen, biochemical, luminescence, uHTS; Alkaline phosphatase, tissue-nonspecific isozyme (Homo sapiens), P05186; purified TNAP, CDP-star luminescence, 1 M DEA, 30 min; active compounds read high; 0 = EDTA background, 1 = DMSO-only activity; activation factor at 20 µM; 200,000 tested, under 10 active; AID 1136, 2008;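 active = activation factor at least 2 at 20 µM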
Target sequence (P05186 whole entry, looked up): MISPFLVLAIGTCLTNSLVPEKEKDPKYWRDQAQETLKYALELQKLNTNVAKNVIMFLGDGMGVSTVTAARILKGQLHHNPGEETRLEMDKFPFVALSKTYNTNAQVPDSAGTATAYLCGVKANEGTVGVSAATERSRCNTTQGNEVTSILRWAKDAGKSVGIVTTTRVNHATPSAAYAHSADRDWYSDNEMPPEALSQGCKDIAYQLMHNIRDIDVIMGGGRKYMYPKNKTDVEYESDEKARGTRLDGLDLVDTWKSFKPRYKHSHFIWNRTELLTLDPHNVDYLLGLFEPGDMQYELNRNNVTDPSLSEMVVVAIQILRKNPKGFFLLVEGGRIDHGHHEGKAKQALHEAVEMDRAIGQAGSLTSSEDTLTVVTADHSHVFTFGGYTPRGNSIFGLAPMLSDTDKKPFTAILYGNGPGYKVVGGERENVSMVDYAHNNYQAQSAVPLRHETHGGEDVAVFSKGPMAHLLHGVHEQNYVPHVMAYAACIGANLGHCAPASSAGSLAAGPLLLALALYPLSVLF
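system = human TNAP | amount = enzyme diluted 1/800 final | reagent = 100 µM CDP-star substrate | signal = luminescent substrate turnover signal | dosing = one dose, 20 µM | benchmarks = EDTA negative control, DMSO positive control | measure = activation factor | timing = 30 min reaction, room temperature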
PPARg SRC-1 ag: PPARgamma agonists recruiting SRC-1 coactivator, primary screen, biochemical. Peroxisome proliferator-activated receptor gamma (Homo sapiens), P37231. PPARgamma-SRC-1 coactivator recruitment biochemical assay. activation, % at 8 µM. actives 0.41% (n = 200,000); in the data active = activation above about 19%;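 note: 0% = DMSO and 100% = reference agonist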
PPARg SRC3 recr: PPARgamma agonists recruiting SRC-3 coactivator, primary screen, biochemical; Peroxisome proliferator-activated receptor gamma (Homo sapiens), P37231; biochemical PPARgamma/SRC-3 coactivator recruitment assay; activation, % at 8 µM; actives 0.26% (n = 200,000); AID 731, 2007; in the data active = activation above about 23%;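 note: 0% = DMSO and 100% = reference agonist; some compounds past the cut are filed as inactive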
STAT1 blocker: STAT1 signaling inhibitors, primary screen, cell-based, HTS, luciferase reporter | actives 0.35% (n = 200,000) | AID 920, 2007 | inhibition, % at 5.5 µM | NIH 3T3 STAT1-luciferase reporter, IFN-gamma, luminescence;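 active = inhibition above a set limit, the mean inhibition across all tested compounds plus 3 SD, cut at about 34% in these data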;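 note: 0% = IFN-gamma with DMSO and 100% = IFN-gamma with 300 µM nifuroxazide; values of inactives mirror those of a sister screen read the other way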
bIAP inhibitor: bovine intestinal alkaline phosphatase inhibitors, primary screen, selectivity assay for TNAP inhibitor project, biochemical, bovine IAP, CDP-star luminescence | purified bovine IAP, 30 min | inhibition, % at 20 µM | 190,000 tested, under 10 active | AID 1019, 2008;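 active = over 50% inhibition of intestinal alkaline phosphatase at 20 µM in the single-dose screen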
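Assay system – bovine IAP enzyme · Quantity – bovine IAP at 1/65,000,000 final dilution · Detection – CDP-star luminescence signal · Times – 30 min reaction at room temperature · Also added – CDP-star substrate at 30 µM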
bIAP act: bovine intestinal alkaline phosphatase activators, primary screen, biochemical, bovine IAP, CDP-star luminescence; alkaline phosphatase, intestinal [Bos taurus]; purified bovine IAP, 30 min; active compounds read high; fold of DMSO-control signal, blank-subtracted; activation factor at 20 µM; actives 0.17% (n = 200,000); AID 1016, 2008;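 active = activation factor of 2 or more at 20 µM, a signal rise over negative controls twice the positive control's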
Starred values were filed as active, the others as inactive; . = no result given.

A first look (4 entries):
nr	canonical_smiles	PPARg SRC2 recr	STAT3 activator	ROMK primary	STAT3 blocker	TR-FRET SRC-2 ct	TNAP act hiacc
1	c1ccc2cc(C3N4CCCN34)ccc2c1 (stereo not drawn)	-3	98	0.72	5	1631	1
2	CC(=O)OC1(c2ccccc2)CCN(C)CC1(C)C (stereo not drawn)	4	95	1.4	11	1760	1.1
3	CSc1ncc(/C=C2/C(=O)NC(=O)N(C3CCCCC3)C2=O)cn1	10	120	.	-12	1702	1
4	CC(=O)N(C1=NCCCS1)c1ccccc1Cl	4	99	-0.77	7	1595	1.1

nr	PPARg SRC-1 ag	PPARg SRC3 recr	STAT1 blocker	bIAP inhibitor	bIAP act
1	0	-4	-11	-8	1.1
2	4	3	1	8	0.9
3	5	11	-3	4	1
4	-3	1	0	-2	1

The list itself, repeating the preview:
nr	canonical_smiles	PPARg SRC2 recr	STAT3 activator	ROMK primary	STAT3 blocker	TR-FRET SRC-2 ct	TNAP act hiacc
1	c1ccc2cc(C3N4CCCN34)ccc2c1 (stereo not drawn)	-3	98	0.72	5	1631	1
2	CC(=O)OC1(c2ccccc2)CCN(C)CC1(C)C (stereo not drawn)	4	95	1.4	11	1760	1.1
3	CSc1ncc(/C=C2/C(=O)NC(=O)N(C3CCCCC3)C2=O)cn1	10	120	.	-12	1702	1
4	CC(=O)N(C1=NCCCS1)c1ccccc1Cl	4	99	-0.77	7	1595	1.1
5	CNCC(C)c1ccccc1 (stereo not drawn)	-9	107	-0.37	-6	1480	1
6	O=C(c1ccccc1F)c1cn(Cc2ccccc2)c2ccccc12	7	102	.	9	1594	1
7	C[C@H]1O[C@@H](O[C@H]2[C@@H](O)C[C@H](O[C@H]3[C@@H](O)C[C@H](O[C@H]4CC[C@@]5(C)[C@H](CC[C@@H]6[C@@H]5CC[C@]5(C)[C@@H](C7=CC(=O)OC7)CC[C@]65O)C4)O[C@@H]3C)O[C@@H]2C)C[C@H](O)[C@@H]1O	1	29	.	83*	1464	1
8	CC1(C)CSC(Nc2ccc(F)c(Cl)c2)=N1	-6	96	.	9	1543	1.1
9	O=C1C2(c3ccccc3)CN3CN(C2)CC1(c1ccccc1)C3	2	101	0.71	4	1559	1
10	O=C1NC(=S)NC(=O)C12C(c1ccccc1)NC(=S)NC2c1ccccc1 (stereo not drawn)	-1	99	-0.055	4	1485	1.1

nr	PPARg SRC-1 ag	PPARg SRC3 recr	STAT1 blocker	bIAP inhibitor	bIAP act
1	0	-4	-11	-8	1.1
2	4	3	1	8	0.9
3	5	11	-3	4	1
4	-3	1	0	-2	1
5	-2	0	1	-10	1.1
6	-3	-11	-2	25	0.7
7	11	3	-10	10	0.9
8	0	-4	-5	10	0.9
9	-1	6	-3	-6	1.1
10	3	-1	-5	8	0.9

Additional compounds.
nr	canonical_smiles	PPARg SRC2 recr	STAT3 activator	ROMK primary	STAT3 blocker	TR-FRET SRC-2 ct	TNAP act hiacc
11	CC(C)c1ccc(N2C(=O)NC(=O)/C(=C\C=C\c3ccco3)C2=O)cc1	0	92	-0.34	20	1368	1
12	O=C(c1csc2c1CCCCC2)N1CCC2(CC1)OCCO2	-9	103	.	1	1386	1
13	Cc1ccc(C(=O)NC2CC3CCC(C2)N3)cc1 (stereo not drawn)	1	108	0.058	-3	1552	1.1
14	COc1cc2c(cc1OC)-c1c(OC)c(OC)c(OC)c3ccnc(c13)C2=O	1	99	-4.8*	-1	1441	0.8
15	O=C(Nc1ccccc1)N1CC2CC(C1)c1cccc(=O)n1C2 (stereo not drawn)	9	98	-0.62	11	1556	1
16	CSC1=NP(=S)(SC)N2CCCC2=C1C#N (stereo not drawn)	5	100	0.25	4	1731	1
17	N#CC1=C(N)Oc2cc(O)ccc2C1c1ccc2c(c1)OCO2 (stereo not drawn)	1	97	-0.11	8	1603	1
18	CCCCCn1c(N)c(C(=O)NCc2cccs2)c2nc3ccccc3nc21	1	98	.	6	1562	1.1
19	O=C(CNC(=O)OCc1ccccc1)NCC(=O)Nc1ccc(Br)cc1C(=O)c1ccccc1	1	108	.	-9	1424	1.1
20	O=[N+]([O-])c1ccc(N2CCCC2)c(F)c1Br	-8	82	.	23	1468	0.9

nr	PPARg SRC-1 ag	PPARg SRC3 recr	STAT1 blocker	bIAP inhibitor	bIAP act
11	-1	3	12	28	0.7
12	-10	5	8	1	1
13	3	2	-10	9	0.9
14	8	4	-19	5	1
15	10	2	0	4	1
16	3	9	12	-1	1
17	1	-6	9	-3	1
18	9	15	-7	-15	1.2
19	-13	0	3	-40	1.4
20	3	-1	13	-2	1

Other results.
nr	canonical_smiles	PPARg SRC2 recr	STAT3 activator	ROMK primary	STAT3 blocker	TR-FRET SRC-2 ct	TNAP act hiacc
21	COc1ccc(S(=O)(=O)NC(CC(=O)N2CCC3(CC2)OCCO3)c2ccco2)cc1 (stereo not drawn)	-5	105	.	-6	1532	1
22	CCCNC(=O)c1c(N)n(Cc2ccco2)c2nc3ccccc3nc12	17	106	-1	-3	1551	1
23	CCCCC/C(=N\O)c1c[nH]c2ccccc12	-6	108	.	-5	1544	1.1
24	CC(C)n1c(=O)c(C=Nc2cccc([N+](=O)[O-])c2)c(O)n(CCc2ccccc2)c1=O	3	137*	-0.49	-47	1704	1
25	CCCCn1c(=O)c(C(=O)Nc2nnc(C(C)C)s2)c(O)c2ccccc21	2	92	1.2	12	1462	1
26	CN1CCN(c2ncnc3nc[nH]c23)CC1	1	98	-0.36	4	1502	1
27	Nc1ccccc1C(=O)OCc1ccc([N+](=O)[O-])cc1	2	87	-0.27	18	1504	1
28	CC(=NCCCN1CCCCC1)c1c(O)n(Cc2ccccc2)c(=O)[nH]c1=O	3	99	.	7	1463	1
29	Cc1ccc(S(=O)(=O)NC(Cc2cnc[nH]2)C(=O)O)cc1 (stereo not drawn)	6	101	0.53	-3	1609	1
30	CC(C)(C)P(=O)(N1CCOCC1)N1CCOCC1	5	109	-0.071	-8	1466	1

nr	PPARg SRC-1 ag	PPARg SRC3 recr	STAT1 blocker	bIAP inhibitor	bIAP act
21	3	14	5	-5	1.1
22	0	18	3	-1	1
23	0	-3	2	20	0.8
24	6	2	4	5	0.9
25	12	6	5	-16	1.2
26	-3	4	3	-5	1.1
27	4	0	-38	-3	1
28	0	-6	-7	1	1
29	-5	3	1	-16	1.2
30	2	4	2	-9	1.1

Next structures follow:
nr	canonical_smiles	PPARg SRC2 recr	STAT3 activator	ROMK primary	STAT3 blocker	TR-FRET SRC-2 ct	TNAP act hiacc
31	CN1CSC(=S)N(C)C1	-6	101	0.19	-2	1467	1
32	COc1cc(/C=C2\C(=O)NC(=O)N(c3ccccc3)C2=O)cc(OC)c1OC	-9	106	-0.37	-11	1263	1.1
33	CC12CN3CCN(C1)CC(C)(C3)C2=NO	-5	106	-0.0088	-6	1555	1
34	Cc1ccc(N2C(=O)NC(=O)/C(=C\c3cccn3C(C)(C)C)C2=O)cc1	-6	100	-0.17	5	1466	1.1
35	O=C(c1cccs1)c1cn(Cc2ccccc2Cl)c2ccccc12	4	102	1.1	2	1348	1
36	Cc1cc(/C=C2\C(=O)NC(=O)N(Cc3ccccc3)C2=O)c(C)n1-c1ccc(Cl)c(C(=O)O)c1	5	101	0.84	3	1503	1
37	O=C(CCCn1c(=O)[nH]c2cc(Cl)ccc2c1=O)N1CCC2(CC1)OCCO2	3	90	-0.49	14	1391	1
38	O=S1(=O)CCN(CCc2c[nH]c3ccccc23)CC1	6	93	0.2	10	1647	1.1
39	COC(=O)C1=Nc2ccccc2/C1=C\c1c(O)n(-c2ccc(Br)cc2)c(=O)[nH]c1=O	1	96	0.68	4	1600	1
40	CCN1c2nc3ccccn3c(=O)c2CC2(C(=O)N(C)C(=O)N(C)C2=O)C1C (stereo not drawn)	2	98	.	6	1456	1
41	CC(C)Cc1[nH]c(=O)c(C#N)c2c1CCC2	-1	95	0.75	8	1573	1
42	CCCCn1c(C)c(C(=O)OCC)c2c(CN3CCOCC3)c(O)ccc21	1	102	-2.3*	-3	1473	1

nr	PPARg SRC-1 ag	PPARg SRC3 recr	STAT1 blocker	bIAP inhibitor	bIAP act
31	-3	-3	3	16	0.8
32	1	-1	-1	6	0.9
33	4	0	4	8	0.9
34	-5	0	1	3	1
35	1	8	-3	.	0.4
36	5	1	11	9	0.9
37	4	2	7	3	1
38	6	2	3	8	0.9
39	-4	1	-3	10	0.9
40	-2	2	-5	18	0.8
41	-2	-1	2	4	1
42	-3	1	1	-4	1

Not all compounds are listed (hit frequency here may not be typical).
